Source: PubChem BioAssay (Broad Institute)
CFTR F508del cor = F508del CFTR correction, initial screen, CFBE line, single point; CFBE cells, YFP halide quenching; stimulated with forskolin plus potentiator P3; % fluorescence drop versus neutral controls; activity (quench increase), % at 7.58 µM; 350,000 compounds, 0.36% hits;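 active = mean added fluorescence quench of at least 8% versus neutral control, with both replicates also reaching 8%; inconclusive = only one of the mean or replicate conditions met; inactive = mean below 8% and not both replicates reaching 8%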;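 note: cells transiently co-express mutant CFTR-F508del with the halide-sensitive YFP; corrector assay measuring rescue of mutant channel to the surface after 24 h compound exposure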
DENV2 CPE rescue = inhibitors of DENV2 cytopathic effect, primary screen, cell-based, plate reader, single concentration | DENV2-infected cells, cytopathic effect rescue | 350,000 compounds, 1.7% hits | CPE inhibition, % at 9.99 µM; in the data active = CPE inhibition above about 20%, passing the limit was not always enough; inconclusive = no clear call, values can overlap the other calls; tested in BHK-21 cells;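 note: 0% = median of neutral control wells and 100% = median of positive control wells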
CASP6 VEID inh = human caspase-6 inhibitors, primary screen, biochemical, VEID-R110 fluorescence, single point, set 2 | 350,000 compounds, 0.53% hits | purified caspase-6, Z-VEID-R110 cleavage fluorescence | inhibition, % at 12.5 µM | AID 686996, 2013 | P55212;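 active = mean inhibition across replicates at least about 35%, with every replicate also reaching that limit, limit read from the data; inconclusive = only one of the two criteria met; inactive = neither criterion met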;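 note: 0% = median of neutral control wells and 100% = no fluorescence left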
Target sequence (P55212 24-179 limits assumed): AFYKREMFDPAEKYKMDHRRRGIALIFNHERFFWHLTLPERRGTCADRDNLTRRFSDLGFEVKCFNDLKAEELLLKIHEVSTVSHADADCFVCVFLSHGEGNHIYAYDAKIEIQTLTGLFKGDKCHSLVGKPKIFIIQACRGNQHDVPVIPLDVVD
Target sequence (P55212 194-293 limits assumed): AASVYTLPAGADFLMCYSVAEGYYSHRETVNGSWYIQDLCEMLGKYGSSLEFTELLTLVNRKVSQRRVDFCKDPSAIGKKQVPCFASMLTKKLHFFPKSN
E-sel inducer = E-selectin induction in HUVECs, primary screen, imaging, HUVEC, immunofluorescence imaging, single point | normalized: neutral wells 0, TNF-alpha wells 100 | AID 686992, 2013 | activation, % at 7.58 µM | 260,000 compounds, 0.37% hits | P16581;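 active = mean E-selectin-positive cell signal at least 10% of the positive control, reached in at least 60% of replicates, without over 20% cell loss; inconclusive = no rule given, readout overlaps actives, possibly toxicity-flagged; inactive = the rest, including those meeting only one limit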;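 note: in these data hits start at about 27%; measured in HUVEC primary endothelial cells; signal is the percent of cells scored E-selectin positive by PE staining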
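assay system = HUVEC, human umbilical vein endothelial cells | input = 3,000 HUVEC seeded per well | medium = EGM-2 growth medium on 0.1% gelatin-coated wells | dosing = one compound dose added by pin transfer | signal = immunofluorescence imaging | read-out basis = % PE-positive cells | control set = TNF-alpha, DMSO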
RAD52 inh = RAD52 DNA annealing inhibitors, primary screen, biochemical, FRET, single point, set 2; DNA repair protein RAD52 homolog (Homo sapiens), P43351; recombinant RAD52 DNA annealing, FRET fluorescence; 360,000 compounds, 0.46% hits; inhibition, % at 18.7 µM;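 active = every replicate showing at least 50% inhibition; inconclusive = mean inhibition at least 50% but not in every replicate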
INS-1E GSIS act = GLuc luminescence reporter in INS-1E cells, primary screen for activators of glucose-dependent secretion of insulin | INS-1E GLuc reporter insulin secretion, 2-3 h | activation, % at 16.6 µM | 370,000 compounds, 0.61% hits;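 active = lowest replicate activation of at least 40%, so every replicate reaches that level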;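 note: 0% = median of neutral control wells and 100% = median of IBMX positive control wells; some compounds called inactive have numbers as strong as hits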
XiGFP reactiv = activators of inactive X chromosome reactivation, primary screen, imaging, XiGFP fibroblasts, GFP high-content imaging, set 2. XiGFP mouse fibroblasts, % GFP-positive cells imaging, 3 d; cells co-treated with 5-aza-dC sensitizer; scaled so ellipticine positive control = 100%. activation, % at 7.58 µM. 360,000 compounds, 0.055% hits. AID 743238, 2013;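 active = mean normalized replicate activation at least 10% and every replicate at or above 10%; inconclusive = only one of the two criteria met; inactive = mean below 10% and not all replicates reach 10%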;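 note: 0% = median of on-plate neutral control wells and 100% = ellipticine 6 µM median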
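System: 68-5-11 XiGFP fibroblast line; Timing: 3 days compound exposure; Compound dosing: one concentration, pinned; Benchmarks: positive control ellipticine, 6 µM final; Buffer or medium: DMEM containing 5-aza-dC.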
RAD54 inh = inhibitors of human RAD54 branch migration, primary screen, biochemical, fluorescence, single point; DNA repair and recombination protein RAD54-like (Homo sapiens), Q92698; RAD54 Holliday junction branch migration, FAM/BHQ fluorescence; inhibition, % at 10.4 µM; 360,000 compounds, 0.14% hits;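 active = mean normalized replicate activity at least 40 and at least half of replicates scoring 40 or more; inconclusive = only one of the two criteria met; inactive = mean below 40 and under half of replicates reaching 40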;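 note: 0% = median of neutral control wells and 100% = median of positive control wells; inhibitors cause a drop in the FAM fluorescence signal; in these data hits start at about 50%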
Target sequence (Q92698 whole entry, looked up): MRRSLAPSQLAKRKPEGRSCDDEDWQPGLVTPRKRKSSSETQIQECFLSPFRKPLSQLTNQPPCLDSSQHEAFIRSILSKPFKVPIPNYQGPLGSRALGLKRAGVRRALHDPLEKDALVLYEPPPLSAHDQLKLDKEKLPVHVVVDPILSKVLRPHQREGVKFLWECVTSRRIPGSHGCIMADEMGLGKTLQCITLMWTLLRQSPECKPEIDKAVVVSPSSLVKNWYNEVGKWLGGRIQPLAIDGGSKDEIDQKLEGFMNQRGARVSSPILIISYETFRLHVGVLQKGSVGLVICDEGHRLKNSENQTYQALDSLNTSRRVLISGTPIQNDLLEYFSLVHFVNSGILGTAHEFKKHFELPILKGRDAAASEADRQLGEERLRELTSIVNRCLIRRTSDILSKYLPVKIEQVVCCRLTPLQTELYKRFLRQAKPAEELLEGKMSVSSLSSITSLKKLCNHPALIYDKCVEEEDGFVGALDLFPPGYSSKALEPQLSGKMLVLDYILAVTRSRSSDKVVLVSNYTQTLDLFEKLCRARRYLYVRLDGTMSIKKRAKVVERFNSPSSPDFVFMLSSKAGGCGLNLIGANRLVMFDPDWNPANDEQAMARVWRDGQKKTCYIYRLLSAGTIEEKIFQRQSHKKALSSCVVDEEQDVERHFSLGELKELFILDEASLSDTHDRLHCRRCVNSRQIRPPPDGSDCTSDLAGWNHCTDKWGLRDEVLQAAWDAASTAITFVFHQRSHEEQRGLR
The depositor's hits bear a star; i = inactive; ? = inconclusive; . = no result given.

SMILES	CFTR F508del cor	DENV2 CPE rescue	CASP6 VEID inh	E-sel inducer	RAD52 inh	INS-1E GSIS act	XiGFP reactiv	RAD54 inh
C=Cc1ccc(CN2CCCN(Cc3ccc(Cl)cc3)S2(=O)=O)cc1	5.3	-8	0	0.0	-23	-12	0.1	-1
C[C@@H]1CN([C@@H](C)CO)C(=O)c2cc(NS(=O)(=O)c3ccccc3)ccc2O[C@@H](C)CCCCO[C@H]1CN(C)C(=O)Nc1ccc(C(F)(F)F)cc1	0.4	7	-2	0.0	16	11	0.0	.
COc1ccc2c3c(n(C)c2c1)[C@H](CO)N(C(=O)c1cccnc1)CC31CN(S(C)(=O)=O)C1	-2.8	-5	5	0.1	-10	1	-0.1	.
COc1ccc(-c2nc3ccccc3[nH]2)cc1	-1.0	-9	3	.	-1	5	.	.
Cc1noc(C)c1NC(=O)N(C)C[C@@H]1Oc2c(NC(=O)Nc3ccc(F)cc3)cccc2C(=O)N([C@H](C)CO)C[C@H]1C	-3.4	7	-1	-2.3	4	16	0.0	-5
COc1ccccc1C(=O)NCc1ccccn1	-2.6	0	-3	.	-17	18	0.0	.
CCCC(=O)Nc1ccc2c(c1)C(=O)N(C)C[C@H](OC)[C@@H](C)CN(C(=O)CC)[C@@H](C)CO2	-1.7	.	.	-0.1	.	1	0.4	.
Nn1c(-c2cccc([N+](=O)[O-])c2)nc2ccccc2c1=O	-5.3	6	.	0.1	-2	37	0.0	-6
CC(C(=O)NCCCc1ccccc1)c1ccc([N+](=O)[O-])cc1 (stereo not given)	-1.6	4	-3	-0.1	-2	-1	0.3	.
OC[C@H]1CC[C@@H]2O[C@H](CCc3ccc(C#CCc4ccccc4)cc3)[C@H](n3cc(-c4ccccc4)nn3)C[C@@H]2O1	-0.8	3	-2	.	12	.	.	.
COc1ccccc1OCCCCn1ncc2ccc(OC)c(OC)c2c1=O	2.4	-2	1	0.2	-5	7	0.0	-6
NNc1nc2c(-c3cccc(C(F)(F)F)c3)nnn2c2ccccc12	0.0	-8	-3	-0.1	-41	-28	0.0	12
C=CCn1c(CCC(O)COCCC)n[nH]c1=S (stereo not given)	-0.1	1	.	.	-15	1	0.1	-8
COc1ccc(CN(C)C[C@H]2OCCCC[C@H](C)Oc3ccc(NC(=O)Nc4ccc(OC)cc4)cc3C(=O)N([C@@H](C)CO)C[C@H]2C)cc1	0.9	-8	1	-0.3	15	-28	0.3	-4
CCOc1ccc(S(=O)(=O)N2CCOCC2)cc1NC(=O)CCOc1ccc(C(C)(C)C)cc1	0.8	-10	0	.	14	5	0.0	2
Cc1cccc(C(=O)OCC(=O)NC2CC2)c1O	1.3	6	-6	-0.3	0	.	0.0	5
Cc1cccc(S(=O)(=O)N2CC[C@@H]3[C@H](CO)N(C)c4ccc(-c5cccc(C#N)c5)cc4[C@@H]32)c1	-0.2	3	0	0.1	34	21	0.0	8
COc1ccccc1NC(=O)COC(=O)/C=C/c1cccs1	0.5	-2	3	3.5	-8	31	0.3	0
CCCN(C(=O)c1cccc(S(=O)(=O)N2CCN(Cc3ccccc3)CC2)c1)C1CCS(=O)(=O)C1 (stereo not given)	2.8	-2	-155	.	-2	1	0.1	-9
Cc1noc(/C=C/N(C)C)c1S(=O)(=O)N1CCC(C(=O)O)CC1	4.0	7	2	0.0	i	.	-0.1	-15
C[C@@H]1CN([C@H](C)CO)C(=O)c2cc(C#CC3CC3)cnc2O[C@@H]1CN(C)Cc1ccccn1	-2.0	-4	0	-0.6	18	18	-0.3	6
CCC(C)NC(=O)CSc1nc2c(sc3ccccc32)c(=O)n1CCCN1CCOCC1 (stereo not given)	.	.	0	.	-2	16	.	-9
Cc1cccc(CN2CCN(C3CN(Cc4ccc([N+](=O)[O-])cc4)S(=O)(=O)C3)CC2)c1 (stereo not given)	4.4	2	-1	.	-6	-22	0.1	2
COc1cc2c(cc1OC)[C@@H](Cc1ccc(OCCC#N)cc1)N(C)CC2	1.6	4	0	.	-10	7	0.1	-10
O=C(NNC(=S)NC(=O)c1ccccc1[N+](=O)[O-])c1ccccc1Cl	.	1	1	.	-7	-3	-0.2	.
S=c1[nH]nc(C2CCCCC2)n1/N=C/c1ccncc1	0.0	-2	-2	-8.5	-9	41	0.2	.
COCCCN1C(=O)C(CC(=O)NCc2ccco2)CC(C(=O)N(C)C)=C1C (stereo not given)	0.8	-5	7	.	-8	-1	0.0	0
C/C=C/c1cnc2c(c1)C(=O)N([C@@H](C)CO)C[C@H](C)[C@H](CN(C)C(=O)c1cccc(F)c1)O2	-0.6	-3	-3	-0.7	1	11	0.5	4
Cc1c(CN(C)CCc2ccccc2)c(=O)n(-c2ccccc2)n1C	-0.2	6	-3	.	-6	27	.	3
O=C(c1ccc(CS(=O)(=O)c2ccccc2)o1)N1CCN(c2ncccn2)CC1	-4.2	15	1	0.1	5	-41	0.2	-5
CC(C)CC#Cc1cnc2c(c1)C(=O)N([C@H](C)CO)C[C@H](C)[C@H](CN(C)Cc1ccccc1)O2	1.2	23*	0	0.6	20	-18	0.1	.
CN1c2ccc(-c3ccc(C#N)cc3)cc2[C@@H]2[C@@H](CCN2C(=O)Cc2ccccn2)[C@@H]1CO	0.4	.	.	0.0	.	8	-0.1	12
CC1CCCCN1C(=O)CCS(=O)(=O)c1cc2c(cc1Cl)NC(=O)CO2 (stereo not given)	1.6	-1	-1	.	-4	-1	0.1	3
NC(=S)Nc1ccc(F)cc1F	2.6	1	-2	.	-16	10	0.1	6
COc1cccc(C(=O)Cn2c(=O)n(CCC(=O)NCC3CCCO3)c(=O)c3cc(OC)c(OC)cc32)c1 (stereo not given)	-0.5	8	1	-0.1	-8	2	-0.4	.
CC(C)c1ccc(NC(=S)NN2CCN(C)CC2)cc1	-2.6	.	-4	.	2	-9	0.0	.
O=C(C[C@H]1CC[C@H]2[C@@H](COC[C@H](O)CN2C(=O)Nc2cccc(F)c2)O1)NCc1ccccc1Cl	-2.0	?	9	-0.1	3	-15	0.1	0
Cc1cc(-c2ccc(C(=O)O)s2)cnc1N	3.1	0	0	-0.1	-8	3	0.1	.
O=C(NC(Cc1ccccc1)C(=O)N1CCN(c2ccccc2O)CC1)c1ccccc1 (stereo not given)	0.6	-2	4	-0.2	0	-22	0.0	-1
O=C(c1cnccn1)N1CC(=O)N2[C@H](CO)[C@@H](c3ccc(/C=C/c4ccccc4)cc3)[C@H]2C1	2.0	17	2	0.0	6	0	0.1	.
COc1ccc(CC(=O)NCC(c2ccc(OC)cc2)N(C)C)cc1 (stereo not given)	0.7	3	-3	0.9	-11	-5	0.3	2
CC(C)C(NC(=O)C1CC(=O)N(Cc2ccccc2)C1)c1nc2ccccc2[nH]1 (stereo not given)	2.1	2	-2	0.2	-9	-14	0.3	0
CSc1ncccc1C(=O)OCc1c(F)cccc1Cl	-0.3	2	0	1.7	-6	21	-0.1	1
O=C(NCc1ccccn1)c1ccc(S(=O)(=O)Nc2ccccc2F)cc1	2.1	-5	0	0.0	-21	2	0.5	-6
COc1ccc(N(CC(=O)Nc2ccc(OC)c(OC)c2)S(=O)(=O)c2ccccc2)cc1Cl	0.2	2	1	0.7	3	2	0.0	0
CN(C)c1ccc(-c2nc3cc(N)ccc3o2)cc1	1.3	?	3	2.7	0	-12	0.0	8
COc1ccc(-c2csc3ncnc(Sc4nnnn4C)c23)cc1	-8.6	0	1	0.0	-9	12	0.1	1
Cc1ccc(S(=O)(=O)N2CCN(C(=O)C3CCN(c4ncnc5sc(C)c(C)c45)CC3)CC2)c(C)c1	3.3	12	-2	.	-10	-11	0.0	-2
Cn1cc(C(=O)N2CCCCCC2)c(=O)c2cc(S(=O)(=O)N3CCCCC3)ccc21	0.1	?	0	.	-1	3	0.0	-1
CC1CCN(S(=O)(=O)c2ccc3c(c2)N(CC(=O)N(C)Cc2ccco2)C(=O)CO3)CC1	5.0	-2	3	.	10	-7	0.0	11

Retrieved by structure from the entries so far (3):
SMILES	CFTR F508del cor	DENV2 CPE rescue	CASP6 VEID inh	E-sel inducer	RAD52 inh	INS-1E GSIS act	XiGFP reactiv	RAD54 inh
COc1ccc(-c2csc3ncnc(Sc4nnnn4C)c23)cc1	-8.6	0	1	0.0	-9	12	0.1	1
O=C(NC(Cc1ccccc1)C(=O)N1CCN(c2ccccc2O)CC1)c1ccccc1 (stereo not given)	0.6	-2	4	-0.2	0	-22	0.0	-1
COc1ccc(-c2nc3ccccc3[nH]2)cc1	-1.0	-9	3	.	-1	5	.	.

Later entries.
SMILES	CFTR F508del cor	DENV2 CPE rescue	CASP6 VEID inh	E-sel inducer	RAD52 inh	INS-1E GSIS act	XiGFP reactiv	RAD54 inh
COc1ccc(S(=O)(=O)Nc2ccc3c(c2)CC(=O)N([C@H](C)CO)C[C@H](C)[C@H](CN(C)C(=O)NC(C)C)O3)cc1	-1.2	64*	-1	-2.0	5	18	-1.4	1
C[C@H](CO)N1C[C@H](C)[C@H](CN(C)S(=O)(=O)c2ccccc2)Oc2ccc(NC(=O)C3CCCCC3)cc2CC1=O	-1.3	5	4	-0.2	5	-6	-0.9	-7
CSc1nnc(-c2ccc(C(F)(F)F)cn2)o1	6.8	-2	-3	.	-20	-5	0.0	0
CC(C)(C)C(=O)NC1(C(F)(F)F)NC(=O)N(c2ccc(F)cc2)C1=O (stereo not given)	-1.0	?	-5	.	-13	4	-0.4	-3
Cc1cc2c(c(=O)o1)C(c1ccc([N+](=O)[O-])o1)C(C#N)=C(N)O2 (stereo not given)	2.5	3	19	.	-51	5	0.0	-6
CC1CC(C)CN(C(=O)c2cn(C)c3ccc(S(=O)(=O)N(C)C)cc3c2=O)C1 (stereo not given)	-2.4	-1	-2	-0.1	1	3	0.3	-9
C[C@H](NC(=O)C[C@H]1CC[C@H]2[C@@H](COC[C@@H](O)CN2C(=O)Nc2cccc(Cl)c2)O1)c1ccccc1	-2.2	0	.	-0.3	.	-22	0.3	-4
COc1ccc(OCC2CCCN(Cc3nc(CC4CC4)no3)C2)cc1 (stereo not given)	-3.9	1	1	.	-8	-28	0.0	.
Brc1ccc(Cn2c(-c3cncs3)nc3ccccc32)cc1	.	.	0	.	-30	8	.	1
COc1cccc(C(NC(C)=O)c2nc(-c3cnc4ccccc4c3)cs2)c1 (stereo not given)	0.0	-6	2	0.2	-3	-4	0.0	-9
O=C(COC(=O)c1cc[n+]([O-])cc1)Nc1ccccc1Cl	-0.6	5	1	.	-10	2	0.0	.
C[C@H](CO)N1C[C@H](C)[C@@H](CN(C)C(=O)C2CCC2)Oc2ncc(-c3ccc(F)cc3)cc2C1=O	0.6	-3	-3	0.3	-5	-8	-0.9	-12
